Pf apPOL inh = Pf-apPOL inhibitors, biochemical, fluorescence; Recombinant Pf-apPOL, molecular beacon fluorescence, 1.5 h; inhibition, % at 10 µM; AID 1794808, 2022; 210,000 tested, 0.25% active; Plasmodium falciparum apicoplast DNA polymerase (apPOL)
mHTT CaM bind = mutant huntingtin-calmodulin interaction inhibitors – biochemical, AlphaScreen, primary screen; P42858; AlphaScreen His-mHTT/GST-CaM binding, luminescence; 190,000 tested, 3.6% active; inhibition, % at 15 µM; AID 1671202, 2021;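 also: 0% = both proteins with DMSO and 100% = one protein alone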
Target sequence (P42858 whole entry, looked up, stated change not applied): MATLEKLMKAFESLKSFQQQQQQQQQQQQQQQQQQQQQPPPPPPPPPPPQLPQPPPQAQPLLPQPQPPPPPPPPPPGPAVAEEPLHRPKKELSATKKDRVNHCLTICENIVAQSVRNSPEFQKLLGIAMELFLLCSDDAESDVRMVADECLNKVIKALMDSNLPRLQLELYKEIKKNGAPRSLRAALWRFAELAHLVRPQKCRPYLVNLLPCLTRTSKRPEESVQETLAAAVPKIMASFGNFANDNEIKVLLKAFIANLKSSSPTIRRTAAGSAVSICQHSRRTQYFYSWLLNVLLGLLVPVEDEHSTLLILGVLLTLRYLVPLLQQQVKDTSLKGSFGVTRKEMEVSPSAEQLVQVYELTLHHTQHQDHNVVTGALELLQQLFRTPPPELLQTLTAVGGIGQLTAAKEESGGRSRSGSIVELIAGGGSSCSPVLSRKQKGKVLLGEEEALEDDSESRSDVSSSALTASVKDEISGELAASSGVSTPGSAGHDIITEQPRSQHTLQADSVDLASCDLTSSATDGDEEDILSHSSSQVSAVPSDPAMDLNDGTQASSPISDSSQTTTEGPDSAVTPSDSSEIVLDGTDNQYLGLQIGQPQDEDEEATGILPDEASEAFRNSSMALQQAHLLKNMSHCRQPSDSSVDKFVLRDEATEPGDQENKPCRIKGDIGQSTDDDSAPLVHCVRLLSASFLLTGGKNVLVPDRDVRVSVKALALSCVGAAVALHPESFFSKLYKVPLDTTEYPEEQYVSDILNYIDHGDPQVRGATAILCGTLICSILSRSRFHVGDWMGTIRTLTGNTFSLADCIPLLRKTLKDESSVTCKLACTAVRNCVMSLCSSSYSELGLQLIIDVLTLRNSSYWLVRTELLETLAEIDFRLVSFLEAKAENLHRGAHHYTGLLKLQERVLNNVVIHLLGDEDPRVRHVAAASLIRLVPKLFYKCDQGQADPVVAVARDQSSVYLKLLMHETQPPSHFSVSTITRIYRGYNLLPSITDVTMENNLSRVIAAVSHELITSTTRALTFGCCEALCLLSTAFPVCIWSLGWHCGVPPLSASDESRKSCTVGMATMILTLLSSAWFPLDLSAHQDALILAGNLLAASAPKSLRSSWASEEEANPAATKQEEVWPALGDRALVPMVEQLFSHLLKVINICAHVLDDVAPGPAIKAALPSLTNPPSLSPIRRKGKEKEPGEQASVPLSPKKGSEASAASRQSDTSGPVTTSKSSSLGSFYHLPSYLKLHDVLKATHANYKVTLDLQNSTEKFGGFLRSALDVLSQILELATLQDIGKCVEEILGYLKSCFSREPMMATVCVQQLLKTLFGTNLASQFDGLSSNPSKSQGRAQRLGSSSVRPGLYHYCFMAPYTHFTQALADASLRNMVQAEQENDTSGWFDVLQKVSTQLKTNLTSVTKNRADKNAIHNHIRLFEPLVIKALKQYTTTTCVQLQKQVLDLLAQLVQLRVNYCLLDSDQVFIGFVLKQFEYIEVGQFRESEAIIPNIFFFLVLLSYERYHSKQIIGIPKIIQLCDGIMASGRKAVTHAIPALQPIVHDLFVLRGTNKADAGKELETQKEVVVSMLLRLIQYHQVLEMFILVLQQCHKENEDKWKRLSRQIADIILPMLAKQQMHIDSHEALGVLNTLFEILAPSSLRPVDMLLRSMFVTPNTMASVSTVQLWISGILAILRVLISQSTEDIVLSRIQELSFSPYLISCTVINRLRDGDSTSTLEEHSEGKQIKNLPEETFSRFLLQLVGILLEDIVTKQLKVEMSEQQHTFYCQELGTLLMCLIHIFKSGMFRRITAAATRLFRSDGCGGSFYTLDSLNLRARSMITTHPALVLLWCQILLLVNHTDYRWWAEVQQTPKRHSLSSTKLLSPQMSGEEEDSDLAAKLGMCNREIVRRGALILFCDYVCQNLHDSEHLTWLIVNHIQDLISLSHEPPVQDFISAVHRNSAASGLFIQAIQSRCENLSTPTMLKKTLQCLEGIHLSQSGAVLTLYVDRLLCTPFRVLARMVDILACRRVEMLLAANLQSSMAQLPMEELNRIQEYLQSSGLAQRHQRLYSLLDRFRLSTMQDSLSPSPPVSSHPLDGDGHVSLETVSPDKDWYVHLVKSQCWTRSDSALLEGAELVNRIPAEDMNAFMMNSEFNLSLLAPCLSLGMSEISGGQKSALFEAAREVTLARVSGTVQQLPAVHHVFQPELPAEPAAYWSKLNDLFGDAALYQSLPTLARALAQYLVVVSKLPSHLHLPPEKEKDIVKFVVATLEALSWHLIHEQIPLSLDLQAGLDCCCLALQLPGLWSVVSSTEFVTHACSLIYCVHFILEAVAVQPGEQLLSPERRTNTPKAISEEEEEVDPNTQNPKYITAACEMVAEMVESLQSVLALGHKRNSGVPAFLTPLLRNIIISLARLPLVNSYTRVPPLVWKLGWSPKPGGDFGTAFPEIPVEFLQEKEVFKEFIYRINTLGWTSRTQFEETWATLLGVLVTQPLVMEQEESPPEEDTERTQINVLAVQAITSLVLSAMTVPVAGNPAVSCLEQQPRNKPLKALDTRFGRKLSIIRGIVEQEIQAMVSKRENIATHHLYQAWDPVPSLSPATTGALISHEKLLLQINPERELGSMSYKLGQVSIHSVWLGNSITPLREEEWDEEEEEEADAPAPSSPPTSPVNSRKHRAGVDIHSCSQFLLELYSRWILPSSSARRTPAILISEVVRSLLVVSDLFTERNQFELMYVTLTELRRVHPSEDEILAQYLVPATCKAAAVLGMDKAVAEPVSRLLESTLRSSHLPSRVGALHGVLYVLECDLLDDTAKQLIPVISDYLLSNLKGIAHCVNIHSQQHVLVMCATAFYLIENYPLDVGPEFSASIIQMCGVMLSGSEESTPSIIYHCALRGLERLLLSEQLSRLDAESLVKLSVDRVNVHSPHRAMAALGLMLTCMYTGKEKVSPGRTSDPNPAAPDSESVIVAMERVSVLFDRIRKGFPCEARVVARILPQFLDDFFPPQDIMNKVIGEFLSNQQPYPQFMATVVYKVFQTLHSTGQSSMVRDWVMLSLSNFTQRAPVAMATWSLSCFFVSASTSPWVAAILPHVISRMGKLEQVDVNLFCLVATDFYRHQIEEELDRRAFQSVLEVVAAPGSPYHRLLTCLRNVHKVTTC
Starred values were filed as active, the others as inactive; . = not tested or not shown; & = joins results of further samples. Rule as the data show it: active = inhibition above about 50%; inactive = the rest.

SMILES	Pf apPOL inh	mHTT CaM bind
CC(C)n1cc2cc(C(=O)NCc3nc4ccccc4n3C)sc2c1	-0.8	39.0
CC(C)c1ccc(NC(=O)CN2C(=O)C(c3ccc(Cl)cc3)=NC2(C)C)cc1	-5.8	-8.7
CCCNC(=O)c1ccc(-c2cccc(F)c2)nc1	-2.8	-8.3
C#CCSc1nc2ccccc2c(=O)n1CC	-6.6	-5.5
N#CC(=Cc1ccc(N2CCOCC2)cc1)c1ccc([N+](=O)[O-])cc1	-4.1	.
O=C(CSc1nc2ccccc2[nH]1)NC1CCCCC1	-4.5	1.5
OCCCn1c(-c2ccc(Br)cc2)csc1=Nc1ccccc1	5.0	59.0*
Cc1ccc2nc3c(c(Nc4cccc(O)c4)c2c1)CCC3	-4.8	14.7
COc1ccc(-c2nc(C#N)c(N3CC(C)OC(C)C3)o2)cc1 (stereo not given)	-7.4	12.0
CCOC(=O)CNC(=O)C1CCN(c2ncccc2S(=O)(=O)N2CCCCC2)CC1	-1.9	0.8
COCc1cc(=O)[nH]c(Nc2nc3ccccc3o2)n1	-4.4	48.7
CCOC(=O)COc1ccc2c(c1)OC(=Cc1ccco1)C2=O	5.9	6.1
COc1ccc(N(CC(N)=O)S(=O)(=O)c2ccccc2)cc1Cl	-7.9	-5.2
COc1ccc(Br)cc1/C=C/c1ccc2cccc(O)c2n1	-5.4	45.0
O=C(Nc1nc2c(s1)CN(C(=O)Cc1ccc(F)cc1)CC2)NC1CCCC1	-3.5	2.6
CN1C(=O)c2cccnc2Sc2cc(C(=O)NCc3ccc(Cl)cc3)ccc21	-12.6	3.7
CCCCCCc1ccc(N2C[C@H](Cc3ccccc3)[C@@H](CC(=O)Nc3ccccc3)C2=O)cc1	-1.7	-5.9
COc1cc(C2C(C#N)=C(N)N(c3c(F)cccc3F)C3=C2C(=O)CCC3)ccc1O (stereo not given)	4.4	4.0
CCCOc1cccc(C(=O)Nc2ccc(-c3nc4ncccc4o3)cc2)c1	-2.3	0.0
Cc1nn(C(=O)C2CC2)c(C)c1Sc1ncccn1	4.3	.
O=C1C(=Cc2ccc(-c3ccc(Cl)cc3[N+](=O)[O-])o2)C(=O)c2ccccc21	-1.1	0.0
C=CCN(CC=C)S(=O)(=O)c1ccc(C(=O)Nc2nnc(-c3cccc(OC)c3)o2)cc1	-2.4	5.0
Nc1nncn1C(=O)COc1ccc(Cl)cc1	3.5	-7.0
Cc1ccc(F)c(N2CCN(C(=O)c3ccccc3)C(C)C2=O)c1 (stereo not given)	-2.0	3.8
CN1C(=O)C(C)(C(=O)NC2CCCCCC2)Oc2cccnc21 (stereo not given)	-1.5	-3.9
C=CCNC(=O)C(=O)NCc1ccc2c(c1)OCO2	-2.3	0.4
Nc1ccc(-c2nc3ccc(C(=O)c4ccc5nc(-c6ccc(N)cc6)[nH]c5c4)cc3[nH]2)cc1	-6.9	11.0
COc1ccc(CNC(=O)c2ccc(Cn3nnc4ccsc4c3=O)cc2)cc1	-1.7	8.0
Cc1ccc(C2=N/C(=C\C(Cl)=C\c3ccccc3)C(=O)O2)cc1	-1.6	1.0
O=C(Cc1nc(-c2ccccn2)n[nH]1)Nc1cccc(F)c1	-13.0	99.2*
CCCCOc1ccc(/C=c2\sc3ncnn3c2=O)cc1	-2.3	3.0
Cc1cc(C)c(NC(=O)CNC2CC(C)(C)NC(C)(C)C2)c(C)c1	-1.6	-6.9
COc1cc(Cl)c(S(=O)(=O)NCCCN2CCOCC2)cc1Cl	-12.9	1.9
CC(C)(C)C1CCc2c(sc3c2C(=O)NC(c2ccncc2)N3)C1 (stereo not given)	-1.7	28.0
CSc1ncccc1C(=O)N1CCc2nc(C)ncc2C1	0.6	-6.0
Cc1nn(-c2ccc([N+](=O)[O-])cc2)c(Cl)c1Br	12.5	10.0
CCN1C(=O)C(CC(=O)NCc2ccco2)Sc2ncccc21 (stereo not given)	-4.1	1.6
CCCCN1C(=O)C(C)(C(=O)Nc2ccc(C)cc2F)Oc2cccnc21 (stereo not given)	-6.1	-28.4
Cc1noc(-c2nn(C)c3c2CN(C(=O)c2ccccc2Cl)CC3)n1	-1.5	-6.6
CCCNC(=O)c1nnn(-c2ccc(C)c(C)c2)c1-c1ccncc1	-3.3	-4.9
O=C(c1cc(-c2ccc3c(c2)OCO3)nc2ccccc12)N1CCN(c2ncccn2)CC1	0.8&-5.8	21.0&3.6
CCCCN(CC)C(=O)c1ccc2c(c1)NC(=O)C(N1CCOCC1)S2 (stereo not given)	-23.4	-1.0
COc1ncc(C(=O)Nc2cccc(C)c2C)c(C)n1	-1.8	-6.5
CC1Sc2sc(=O)sc2SC(C)(C)C1=O (stereo not given)	0.9	30.0
COc1ccc2oc(=O)c(C(=O)Nc3ccc(C)cc3C)cc2c1	1.0	1.0
CCOc1cc(/C=C2\SC(=O)N(C)C2=O)ccc1OCc1ccc(C(=O)O)cc1	8.6	15.0
C[C@@H]1CC=C[C@@H]2[C@H]1C(=O)N(Cc1ccccc1)[C@H]2c1cccc(C#Cc2ccccc2)c1	1.9	-8.2
COc1ccc(C2C([N+](=O)[O-])=C(N)Oc3cc(C)oc(=O)c32)cc1OC (stereo not given)	-6.7	-3.0
Cc1ccccc1CN1CCN(CC(=O)Nc2cccc(C(F)(F)F)c2)CC1	-0.4	37.0
Cc1ccc2[nH]c(C(N)=O)c(N3CCCC3=O)c2c1	-2.4	-0.5
CC(C)C(=O)Nc1ccc(Nc2ccccc2)cc1	-18.5	17.2
CC1(C)CC(=O)C=C(/C=C/c2ccc(N3N=N3)cc2)C1	-0.5	31.6
Cc1cccc(-c2nccc(C3CCCN(C(=O)C(C)(C)C)C3)n2)c1 (stereo not given)	-1.7	5.1
COc1ccc(C2C(=C(O)c3ccc(C)cc3)C(=O)C(=O)N2C)cc1OC (stereo not given)	-5.9	-1.0
COc1cccc(-c2cc(C(N)=O)c3cccc(C)c3n2)c1	1.2	9.1
O=C(NCC(O)C1CCCCC1)Nc1cccc(C(F)(F)F)c1 (stereo not given)	-8.3	-16.5
c1nnc2c3c4c(sc3n3cnnc3n12)CCCCC4	-4.4	18.0
C=CCNC(=O)CN(c1cc(C(F)(F)F)ccc1Cl)S(=O)(=O)c1ccccc1	-4.5	2.0
O=C1CCC([N+](=O)[O-])C(c2cccs2)N1 (stereo not given)	.	-8.1
CN(C)c1ccc(/C=C2/N=C(c3ccc(Cl)cc3)OC2=O)cc1	-0.1	3.0

Molecules above with four or more nitrogen atoms, in the order listed:
SMILES	Pf apPOL inh	mHTT CaM bind
CC(C)n1cc2cc(C(=O)NCc3nc4ccccc4n3C)sc2c1	-0.8	39.0
CCOC(=O)CNC(=O)C1CCN(c2ncccc2S(=O)(=O)N2CCCCC2)CC1	-1.9	0.8
COCc1cc(=O)[nH]c(Nc2nc3ccccc3o2)n1	-4.4	48.7
O=C(Nc1nc2c(s1)CN(C(=O)Cc1ccc(F)cc1)CC2)NC1CCCC1	-3.5	2.6
Cc1nn(C(=O)C2CC2)c(C)c1Sc1ncccn1	4.3	.
C=CCN(CC=C)S(=O)(=O)c1ccc(C(=O)Nc2nnc(-c3cccc(OC)c3)o2)cc1	-2.4	5.0
Nc1nncn1C(=O)COc1ccc(Cl)cc1	3.5	-7.0
Nc1ccc(-c2nc3ccc(C(=O)c4ccc5nc(-c6ccc(N)cc6)[nH]c5c4)cc3[nH]2)cc1	-6.9	11.0
COc1ccc(CNC(=O)c2ccc(Cn3nnc4ccsc4c3=O)cc2)cc1	-1.7	8.0
O=C(Cc1nc(-c2ccccn2)n[nH]1)Nc1cccc(F)c1	-13.0	99.2*
CSc1ncccc1C(=O)N1CCc2nc(C)ncc2C1	0.6	-6.0
Cc1noc(-c2nn(C)c3c2CN(C(=O)c2ccccc2Cl)CC3)n1	-1.5	-6.6
CCCNC(=O)c1nnn(-c2ccc(C)c(C)c2)c1-c1ccncc1	-3.3	-4.9
O=C(c1cc(-c2ccc3c(c2)OCO3)nc2ccccc12)N1CCN(c2ncccn2)CC1	0.8&-5.8	21.0&3.6
c1nnc2c3c4c(sc3n3cnnc3n12)CCCCC4	-4.4	18.0

Some values from the results shown:
COc1cc(C2C(C#N)=C(N)N(c3c(F)cccc3F)C3=C2C(=O)CCC3)ccc1O (stereo not given) – Pf apPOL inh: 4.4
COc1ccc(Br)cc1/C=C/c1ccc2cccc(O)c2n1 – Pf apPOL inh: -5.4
CCOC(=O)COc1ccc2c(c1)OC(=Cc1ccco1)C2=O – Pf apPOL inh: 5.9
CC1(C)CC(=O)C=C(/C=C/c2ccc(N3N=N3)cc2)C1 – mHTT CaM bind: 31.6
CCCCCCc1ccc(N2C[C@H](Cc3ccccc3)[C@@H](CC(=O)Nc3ccccc3)C2=O)cc1 – Pf apPOL inh: -1.7

Continuation.
SMILES	Pf apPOL inh	mHTT CaM bind
O=C(O)CN(CC(=O)Nc1ccc2c(c1)OCCCO2)Cc1ccccc1	-20.0	.
COc1cccc(OCCn2ccnc2)c1	-0.5	-0.6
Cc1cc(C(C)(C)C)ccc1OCCOCCN1CCN(C)CC1	-14.9	18.8
Cc1c(N=Cc2ccc(Sc3nnnn3-c3ccccc3)o2)c(=O)n(-c2ccccc2)n1C	-22.1	-6.0
O=C(Nc1nccs1)c1cc2cc(Cl)ccc2oc1=O	0.2	4.0
CC(=O)c1ccc(NS(=O)(=O)c2ccc3ccccc3c2)cc1	4.4	-15.4
CCc1ccc(C2=Nn3c(nnc3-c3cccc(F)c3)SC2)cc1	-3.4	4.0
COc1cccc(C(=O)NCc2cccc(CNC(=O)c3cccc(OC)c3)c2)c1	-3.6	6.7
COC(=O)COc1ccc2c(=O)c(-c3ccc(Cl)cc3)c(C(F)(F)F)oc2c1	0.7	-2.8
COC(=O)Nc1ccc(S(=O)(=O)N2CCCC(C(F)(F)F)C2)cc1 (stereo not given)	1.9	-22.7
Cc1ccc(NC(=O)c2[nH]c3cc(C)sc3c2CN2CCOCC2)c(C)c1	14.0	8.7
O=C(NCCC1=CCCCC1)c1ccc(I)cc1	0.1	-7.1
CN(C)S(=O)(=O)c1ccc(COc2ccccc2C(=O)NCCC2=CCCCC2)o1	-0.8	-10.1
O=C(Cc1ccc2c(c1)OCO2)Nc1nccs1	-0.5	-16.2
CC(=O)NC(c1ccc(C(C)C)cc1)c1cc(Cl)c2cccnc2c1O (stereo not given)	11.9	100.0*
Cc1cc(Br)c2c(c1)c(N=O)c(O)n2C	7.1	11.0
Cn1nc(C(=O)NCc2ccccc2)c2c1CCN(C(=O)c1cccc(F)c1)C2	-7.3	64.8*
Cc1ccc(C)c(CNC(=O)c2ccc3ncnc(N4CCCC4)c3c2)c1	1.3	1.4
COCCC(=O)N1CCc2nc(-c3ccccc3)ncc2C1	-1.0	4.6
CC1CCN(c2nnc(C(=O)NCc3ccccn3)c3ccccc23)CC1	-6.3	36.4
CC1CCN(C(=O)c2cc3c(s2)CCC(C(=O)N2CCN(C)CC2)C3)CC1 (stereo not given)	-4.0	2.7
O=C(c1ccccc1Cl)N1CCN(C(C(=O)N2CCCC2)C2CCCC2)CC1 (stereo not given)	-1.6	18.2
O=C(Cc1nnc(-c2cccc(Br)c2)o1)NCc1ccccc1C(F)(F)F	-5.5	-0.2
COc1cccc(C=Nc2ccc(S(=O)(=O)Nc3ccc(F)cc3)cc2)c1O	-1.2	-2.0
Cc1cccc(NC(=O)c2ccc(F)c(S(=O)(=O)NCc3ccc(F)cc3)c2)c1	-7.7	-3.0
CC(=O)c1cc(C(C)=O)cc(C(C)=O)c1	1.2	0.9
O=C(CSc1nc2ccc([N+](=O)[O-])cc2s1)c1ccc(Cl)cc1	1.9	7.7
O=C1NC(=O)/C(=C/c2ccc(C(F)(F)F)cc2)N1	2.6	2.0
CCSc1nnc(-c2nn(C)c3c2CN(C(=O)c2ccc(C(F)(F)F)cc2)CC3)n1C	-3.5	-0.2
COc1ccc(C)cc1NC(=O)N1CCC(Cc2nc3cccnc3n2C(C)C)C1 (stereo not given)	-1.5	20.2
Cc1cc(Cl)ccc1NC(=O)CCc1ccccc1	52.8*	-10.5
CC(C)CC(=O)Nc1nc2ccc([N+](=O)[O-])cc2s1	-27.9	8.7
Cc1cccc(C)c1OCC(=O)Nc1nc2ccccc2s1	-5.6	-21.0
CC1(C)CC(n2c(SCc3ccccc3)nc3ccccc3c2=O)CCO1 (stereo not given)	5.6	-11.9
COc1ccc(CCN2C(=O)CC2(C(=O)NC2CCCCC2)c2ccc(Cl)cc2)cc1OC (stereo not given)	-10.2	35.0
O=C(NCCCN1CCCC1)C1CCN(c2nc3cccnc3s2)CC1	-5.7	-10.6
COc1ccc(Br)cc1CNc1ccccc1SC	-6.2	-48.3
COC(=O)N1CCc2ccccc2C1C(=O)N1CCN(c2ncccn2)CC1 (stereo not given)	-1.2	-3.4
COc1cccc(C(=O)N2C(C(=O)NC3CC3)COC23CCCCC3)c1 (stereo not given)	-1.3	1.0
Cc1cc(C(F)(F)F)nn1CC(=O)N1CCCC1c1cc(C(C)C)no1 (stereo not given)	1.1	0.4

Source: PubChem

Some of the compounds tested (hit frequency here may not be typical).
